Screens (PubChem BioAssay)
GPR35 antagonists: GPR35 antagonists blocking zaprinast-driven arrestin recruitment, primary screen, imaging, U2OS, beta-arrestin-GFP, zaprinast agonist (AID 2058) | G-protein coupled receptor 35 (Homo sapiens) | U2OS GPR35 beta-arrestin-GFP translocation imaging, zaprinast antagonism; higher % means a stronger effect | inhibition, % at 10 µM; hits with a dose series show IC50 in µM | actives 0.052% (n = 290,000);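 active = inhibition of at least 50% with at least 30 cells and total cytoplasm GFP at most 10,000,000; inconclusive = under 30 cells or total GFP of 10,000,000 plus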
MgcRacGAP inhibition: MgcRacGAP GTPase-activating activity inhibitors, confirmation, biochemical, ADP Hunter fluorescence; Rac GTPase-activating protein 1 (Homo sapiens); MgcRacGAP-stimulated Rac1 GTP hydrolysis, ADP Hunter fluorescence; higher % means a stronger effect; GST-tagged Rac1 F28L mutant substrate; inhibition, % at 30 µM; hits with a dose series show IC50 in µM; actives 0.6% (n = 340,000); AID 624330, 2012;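 active = first-screen hits whose inhibition reached a set limit at any dose in the follow-up dose series; inconclusive = inhibition above the set first-screen limit but never retested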;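 note: fluorescence reports GDP produced by GAP-driven GTP hydrolysis; strong numbers were not always called active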
AID2073: inhibitors of Mint1-CaV2.2 protein interaction, biochemical, HTRF (AID 2073) | Voltage-dependent N-type calcium channel subunit alpha-1B (Homo sapiens) | HTRF protein-protein interaction, Mint1-CaV2.2; higher % means a stronger effect | inhibition, % at 20 µM; hits with a dose series show IC50 in µM | actives 0.19% (n = 290,000); in the data active = inhibition mostly above about 51%, no sharp cut-off; inconclusive = no clear call, values can overlap the other calls; inactive = mostly below about 53%; note: some results filed as inactive read as strong as hits
GPR55 antagonists: GPR55 antagonists blocking LPI-driven arrestin recruitment, primary screen, imaging, U2OS, beta-arrestin-GFP, LPI agonist (AID 2013) | U2OS GPR55 beta-arrestin-GFP translocation imaging, LPI antagonism; higher % means a stronger effect | inhibition, % at 10 µM; hits with a dose series show IC50 in µM | actives 0.13% (n = 290,000);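 active = spots per cell inhibited over 60%, with over 100 cells counted and total cytoplasm intensity under 500,000; inconclusive = wells with under 100 cells, flagged as likely toxic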;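 note: U2OS cells stably carrying GPR55 and arrestin-GFP stimulated by 5 µM LPI near EC80; imaged beta-arrestin-GFP aggregate spots per cell after agonist stimulation; plate controls were LPI-stimulated DMSO wells for no effect and DMSO wells without LPI for full effect; some results filed as inactive read as strong as hits; confirmed hits need IC50 under 10 µM and bright autofluorescent wells are also inconclusive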
SV40 large T antigen: SV40 large T antigen inhibitors, biochemical (AID 1903); SV40 large T antigen ATPase/helicase inhibition assay; higher % means a stronger effect; one-dose inhibition, % at 20 µM; IC50 in µM for titrated hits; actives 0.39% (n = 310,000); in the data active = a potency from the dose series; inconclusive = inhibition mostly from about 32% at the one dose, without a potency; inactive = the rest, 99 in 100 with inhibition below about 32%; note: strong numbers were not always called active
GPR55 beta-arrestin: GPR55 agonists via beta-arrestin recruitment, primary screen, imaging, U2OS cells, beta-arrestin-GFP redistribution (AID 1961) | G-protein coupled receptor 55 (Homo sapiens) | U2OS GPR55 beta-arrestin-GFP redistribution imaging; higher % means a stronger effect | one-dose activation, % at 10 µM; EC50 in µM for titrated hits | actives 0.048% (n = 290,000);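 active = activation above 40% with more than 50 cells counted in the well; inconclusive = wells holding fewer than 50 cells, flagged as toxic or sparse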;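 note: U2OS osteosarcoma cells stably expressing GPR55 and beta-arrestin-GFP; plate controls were DMSO negative control for no effect and LPI positive control for full effect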
Yfh1-off respiration: enhancers of respiration in Yfh1-depleted yeast, dose response, Friedreich's ataxia, plus single-dose screen (AID 1465) | S. cerevisiae Yfh1-off respiration, WST-1 reduction, 72 h; higher fold induction means a stronger effect | fold induction at 50 µM; hits with a dose series show EC50 in µM | actives 0.074% (n = 220,000);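 active = fold induction of absorbance versus untreated yeast above a set limit, then at least 30% activation at any dose in follow-up; inconclusive = repeats straddling the limit, or above it without dose testing; inactive = fold induction below the set limit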;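 note: activators that raise dye reduction in frataxin-depleted yeast; strong numbers were not always called active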
Dengue-2 NS5 capping: Dengue-2 NS5 methyltransferase inhibitors, primary screen, biochemical, confirmation dose response (AID 588689); Dengue-2 NS5 methyltransferase capping enzyme assay, biochemical; higher % means a stronger effect; inhibition, % at 25 µM, or IC50 in µM where a hit was titrated; actives 0.3% (n = 340,000); in the data active = a potency from the dose series; inconclusive = inhibition above about 29% without an active follow-up result
NTR1 ag: agonists of NTR1, primary screen, imaging, U2OS cells, beta-arrestin-GFP, high content (AID 493036); Neurotensin receptor type 1 (Homo sapiens), P30989; NTR1-U2OS beta-arrestin-GFP spot imaging, agonist mode; activation, % at 20 µM; actives 0.17% (n = 330,000);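 active = activation at or above 40% of the spot to cytoplasm intensity ratio, with at least 20 cells analyzed; inconclusive = wells under 20 cells, flagged as cytotoxic or low count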;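 note: 0% = DMSO without peptide and 100% = 100 nM NTR1 peptide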
Target sequence (P30989 whole entry, looked up): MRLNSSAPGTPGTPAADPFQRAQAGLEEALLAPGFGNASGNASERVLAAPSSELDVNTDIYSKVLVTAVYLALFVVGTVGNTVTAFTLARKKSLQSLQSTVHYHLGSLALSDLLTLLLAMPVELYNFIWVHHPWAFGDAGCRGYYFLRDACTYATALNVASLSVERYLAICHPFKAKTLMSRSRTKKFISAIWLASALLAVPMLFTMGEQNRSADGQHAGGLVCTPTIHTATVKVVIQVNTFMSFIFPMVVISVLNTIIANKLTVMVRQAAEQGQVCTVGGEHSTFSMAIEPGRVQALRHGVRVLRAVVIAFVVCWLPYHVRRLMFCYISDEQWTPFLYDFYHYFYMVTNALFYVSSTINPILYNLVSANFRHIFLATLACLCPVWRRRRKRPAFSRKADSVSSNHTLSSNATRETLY
NTR1 ag cell count 20 µM: further read-out of NTR1 ag, marked with its call; cell count; measured here: cell count, cytotoxicity flag
Dengue-2 NS5 capping pilot replicate: second read-out of Dengue-2 NS5 capping, no call of its own (marks repeat the call); inhibition, %; measured here: pilot screen replicate inhibition
Active calls of the source: *; i = inactive; ? = inconclusive; · = not tested or not shown.

SMILES	GPR35 antagonists	MgcRacGAP inhibition	AID2073	GPR55 antagonists	SV40 large T antigen	GPR55 beta-arrestin	Yfh1-off respiration	Dengue-2 NS5 capping	NTR1 ag	NTR1 ag cell count 20 µM	others
Cc1ccc(NC(=O)CN(C)C(=O)c2cc(-c3ccco3)nc3ccccc23)cc1	·	4%	·	·	?	·	·	2%	0.4	68
COc1cc(NC(=O)c2sc3ncn(CC(=O)N4CCCCC4)c(=O)c3c2C)cc(OC)c1OC	11%	-3%	8%	0%	6%	-0.2%	·	-7%	1.8	65
Cc1cc(Br)c2[nH]c3c(c2c1)CCCC3=O	2%	-3%	7%	0%	-2%	-0.1%	i	-6%	3.4	53
COC(=O)c1cc(COc2ccc3c(c2)oc(=O)c2ccccc23)c(C)o1	-1%	16%	35%	8%	2%	-0.1%	i	7%	14	55
CCC(=O)Nc1ccccc1C(=O)OCC(=O)c1cccc2ccccc12	-13%	9%	-6%	15%	10%	0.3%	i	-4%	3.8	87
CC1(C)Cc2ccccc2-c2nc3ccccc3c(=O)n21	-6%	12%	15%	0%	6%	-0.3%	i	-3%	0.3	36
COC(=O)c1ccccc1NC(=O)CSc1nnc(C(CO)NC(=O)c2ccccc2)n1C (stereo unspecified)	-12%	1%	-1%	-3%	-1%	0.5%	i	-6%	-0.8	50
COc1cccc(-c2nnc(SCC(=O)Nc3ccc4c(c3)OCCO4)n2Cc2ccco2)c1	1%	-4%	-1%	-13%	15%	1.2%	i	2%	-2.2	55
CCOc1cc(CNCCN(C)C)c(Cl)cc1OCC(=O)NCCc1ccccc1	-5%	0%	-3%	5%	21%	-0.2%	i	-5%	-0.8	45
O=C(Nc1nc(-c2ccncc2)cs1)c1ccco1	6%	10%	35%	-5%	26%	-0.2%	i	-2%	-0.2	55
O=C(NC1CC2CCC(C1)N2Cc1ccco1)c1ccccc1 (stereo unspecified)	-4%	3%	8%	-2%	12%	-0.1%	i	-9%	-0.3	90
COc1ccc(NC(=O)Oc2cc(C)ccc2C(C)C)cc1	-1%	7%	7%	14%	10%	-0.1%	i	0%	-0.2	68
COc1c(-c2ccc(O)cc2)oc2cc(O)cc(O)c2c1=O	-9%	8%	0%	2%	11%	0.0%	i	-3%	-1.0	93
O=C(CSc1ncnc2c1cnn2CCc1ccccc1)Nc1ccc(F)cc1	-12%	·	25%	10%	1%	-0.1%	i	·	·	·
CCC(C)Sc1nc2c(c(=O)[nH]c(=O)n2C)n1Cc1ccc(Cl)cc1 (stereo unspecified)	9%	-4%	-3%	2%	-4%	0.2%	i	-7%	11	33
Cc1cc2oc(=O)cc(CN3CCOCC3)c2cc1C(C)C	1%	3%	40%	5%	8%	0.5%	·	-3%	-0.1	41
Cc1ccc2oc(/N=C(\N)NC(=O)C3CC3)nc2c1	-4%	10%	4%	-24%	15%	-0.6%	i	-2%	-0.5	40
S=C1NCN(Cc2ccco2)CN1c1ccccc1	3%	-1%	1%	-4%	10%	0.3%	i	8%	-0.1	53
CCOc1ccc(NC(=O)CCC(=O)OC)cc1	-18%	2%	?	6%	9%	0.2%	i	2%	-1.6	44
CN(C)CCCN(C(=O)c1ccc(S(=O)(=O)N2CCCCC2)cc1)c1nc2cc3c(cc2s1)OCO3	5%	11%	9%	4%	12%	1.1%	·	1%	3.0	62

Four consecutive entries from above, for reference:
SMILES	GPR35 antagonists	MgcRacGAP inhibition	AID2073	GPR55 antagonists	SV40 large T antigen	GPR55 beta-arrestin	Yfh1-off respiration	Dengue-2 NS5 capping	NTR1 ag	NTR1 ag cell count 20 µM	others
O=C(NC1CC2CCC(C1)N2Cc1ccco1)c1ccccc1 (stereo unspecified)	-4%	3%	8%	-2%	12%	-0.1%	i	-9%	-0.3	90
COc1ccc(NC(=O)Oc2cc(C)ccc2C(C)C)cc1	-1%	7%	7%	14%	10%	-0.1%	i	0%	-0.2	68
COc1c(-c2ccc(O)cc2)oc2cc(O)cc(O)c2c1=O	-9%	8%	0%	2%	11%	0.0%	i	-3%	-1.0	93
O=C(CSc1ncnc2c1cnn2CCc1ccccc1)Nc1ccc(F)cc1	-12%	·	25%	10%	1%	-0.1%	i	·	·	·

Later entries:
SMILES	GPR35 antagonists	MgcRacGAP inhibition	AID2073	GPR55 antagonists	SV40 large T antigen	GPR55 beta-arrestin	Yfh1-off respiration	Dengue-2 NS5 capping	NTR1 ag	NTR1 ag cell count 20 µM	others
Cc1ccc(N2C(=O)CC(c3ccsc3)C3=C2CC(C)(C)CC3=O)cc1 (stereo unspecified)	-2%	-6%	14%	8%	11%	-0.1%	i	2%	-0.6	84
CC(=O)c1cn(-c2ccc(Cl)cc2)c(=O)[nH]c1=O	-4%	6%	9%	12%	9%	-0.1%	·	-4%	0.3	98
Cc1ccc(-c2nnc(-n3nc(C)cc3C)c3ccccc23)cc1	-6%	4%	-5%	0%	3%	0.1%	i	1%	2.6	72
O=C(Nc1nc2c(Cl)ccc(Cl)c2s1)C1CC1	1%	1%	8%	-2%	19%	0.0%	·	0%	-2.5	61
COC(=O)C1CCN(C(=O)/C=C/c2ccc3c(c2)OCO3)CC1	2%	10%	-1%	4%	5%	-0.3%	·	·	0.3	48
CC1(C)Cc2c(ccc3ccccc23)/C(=C/C#N)N1	-12%	11%	-1%	22%	2%	-0.2%	i	-6%	9.2	63
O=S(=O)(Nc1nc2ccccc2nc1N1CCN(c2ccccc2)CC1)c1ccc(F)cc1	-6%	8%	15%	5%	11%	0.8%	i	-1%	1.1	46
O=C(CN1C(=O)/C(=C\c2cccc(Br)c2)Oc2ccccc21)NCCCN1CCOCC1	20%	8%	21%	-5%	9%	-0.3%	·	1%	11	60
Cc1ccc(C(=O)Nc2ccccc2C(=O)O)cc1S(=O)(=O)Nc1ccccc1	-2%	8%	29%	-13%	30%	0.5%	·	4%	1.6	58
O=C(NC1CC1)C1CC(=O)N(c2cccc(Cl)c2)C1 (stereo unspecified)	6%	7%	2%	5%	0%	0.2%	·	-1%	0.3	67
COc1cc(C2C3=C(CC(C)(C)CC3=O)Nc3ccccc3N2C(C)=O)cc(OC)c1OC (stereo unspecified)	-15%	4%	8%	-4%	-2%	0.3%	·	-8%	0.2	70
COc1cc(=O)oc(-c2ccccc2)c1C(C)=O	·	5%	·	·	-1%	·	·	-9%	3.9	54
Cn1c(/C(C#N)=C(\O)c2ccccc2Cl)nc2ccccc21	·	4%	·	·	14%	·	·	-8%	0.5	49
Cn1cc(CN2CCCC(C(=O)c3cccs3)C2)c(-c2cccc(Cl)c2)n1 (stereo unspecified)	0%	3%	-3%	18%	·	-0.1%	i	-2%	0.4	59
COC(=O)CN1C(=O)COc2ccc(S(=O)(=O)N3CCCCCC3)cc21	-15%	-20%	3%	8%	5%	-0.2%	·	-1%	0.4	71
CN1CC=C2C(C#N)=C(N)C(C#N)(C#N)C(c3cccc(Cl)c3Cl)C2C1 (stereo unspecified)	·	3%	4%	?	3%	1.3%	i	16%	-3.0	55
C#CCOc1ccccc1C(N)=O	18%	·	3%	-6%	9%	0.5%	i	·	0.3	42
O=C(COC(=O)c1ccc(O)cc1)Nc1ccc(OC(F)F)cc1	-8%	1%	1%	16%	9%	0.9%	i	-1%	0.7	35
O=C1CSc2ccc(S(=O)(=O)N3CCN(c4ccccc4F)CC3)cc2N1	-7%	12%	10%	14%	14%	0.3%	·	-2%	4.8	64
CC(C)(C)c1ccc(NC(=O)NCc2ccco2)cc1	10%	3%	-1%	-3%	11%	0.3%	i	-5%	1.7	38
CC1(C)CC(=O)C2=C(C1)Nc1ccccc1NC2c1cccs1 (stereo unspecified)	4%	9%	12%	-2%	10%	-0.2%	i	-5%	-1.6	62
CN1CCC(N(C)C(=O)Cc2ccccc2[N+](=O)[O-])CC1	-7%	4%	6%	-1%	9%	-0.2%	i	-2%	-0.4	37
CCOc1ccc(CC(=O)NNC(=S)NC)cc1Br	3%	·	-12%	7%	9%	0.8%	i	·	-0.7	45
Cc1nc2ccc(NC(=O)COc3ccccc3F)cc2s1	-2%	7%	-6%	-10%	15%	-0.2%	i	-5%	3.6	22
NS(=O)(=O)c1ccc(CCNCC(=O)N2CCC(Cc3ccccc3)CC2)cc1	-5%	283µM*	-5%	8%	14%	-0.2%	i	2%	-1.0	54
CC(C)c1ccccc1NC(=O)COC(=O)c1cccnc1	0%	6%	10%	5%	2%	0.5%	·	-4%	-0.6	41
C=CCn1c(NC(=O)c2ccc(C)cc2)c(C#N)sc1=N	25%	6%	3%	-3%	3%	-0.1%	i	-3%	4.7	37
O=S(=O)(Nc1ncccn1)c1ccccc1	10%	5%	-3%	6%	7%	0.2%	·	2%	0.2	65	Dengue-2 NS5 capping pilot replicate=-2.7
CCN(C(=O)CCc1nnc2ccc(NCc3ccco3)nn12)c1ccccc1	-14%	13%	7%	12%	8%	0.0%	·	42%	3.3	63
O=C(Cn1cnc2ccccc21)N/N=C/c1ccccn1	-3%	5%	16%	7%	-5%	-0.1%	i	-3%	0.0	54
O=C(CSc1nc2ccccc2s1)NC1CCCc2ccccc21 (stereo unspecified)	8%	-3%	-14%	-6%	12%	0.7%	i	-8%	3.0	34
C=CCc1ccc(OCCOCCNCCCC)c(OC)c1	4%	132µM*	-3%	6%	12%	-0.2%	i	-7%	-1.6	47
O=C(O)c1cc(S(=O)(=O)Nc2ccccc2Cc2ccccc2)ccc1Cl	6%	9%	-2%	5%	14%	-0.3%	·	1%	0.0	56
